mIDH1 inhibitor: human IDH1 R132H inhibition. IDH1-R132H enzyme, NADPH consumption, diaphorase/resazurin fluorescence. O75874. Potency, µM (top dose mostly 76.6 µM), inactives show at the highest dose activity change, negative = inhibition, hits mostly inhibitors. actives 0.093% (n = 390,000). AID 602179; also: % is scaled to controls: 0 for no effect and ±100 for the full control effect; nearly all actives have a fitted effect of over 65% in size
Target sequence (O75874 whole entry R132H, stated change not applied): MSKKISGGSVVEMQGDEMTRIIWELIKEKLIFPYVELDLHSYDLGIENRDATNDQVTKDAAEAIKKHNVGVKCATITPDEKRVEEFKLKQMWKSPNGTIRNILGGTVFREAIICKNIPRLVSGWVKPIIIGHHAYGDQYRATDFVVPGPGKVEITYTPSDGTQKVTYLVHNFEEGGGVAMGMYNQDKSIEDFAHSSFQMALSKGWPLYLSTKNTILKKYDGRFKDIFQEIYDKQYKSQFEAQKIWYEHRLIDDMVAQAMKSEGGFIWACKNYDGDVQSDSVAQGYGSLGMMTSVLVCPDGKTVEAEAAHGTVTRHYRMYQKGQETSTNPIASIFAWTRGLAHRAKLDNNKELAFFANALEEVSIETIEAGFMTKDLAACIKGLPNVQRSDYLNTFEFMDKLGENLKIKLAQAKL
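IDH1-R132H (0.5 ug/mL dispensed) in pH 7.5 Tris buffer was preincubated 30 min with compound, then given a substrate mix of 0.016 mM NADPH and 2 mM alpha-KG for 80 min at room temperature; remaining NADPH was read by diaphorase/resazurin fluorescence.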
ALOX12 inh: ALOX12 (human) lipoxygenase inhibition | P18054 | actives 1.1% (n = 580,000) | Potency, µM (series often up to 108 µM), for inactives: at the highest dose activity change, negative = inhibition, actives largely listed as inhibitors | purified 12hLO, xylenol orange hydroperoxide absorbance; also: % is scaled to controls: 0 for no effect and ±100 for the full control effect
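Hydroperoxide product was detected by ferrous iron/xylenol orange as the 573 to 405 nm absorbance ratio. Arachidonic acid at 40 uM (final) was turned over for 30 min at room temperature by 150 nM human 12hLO, pH 7.0 Hepes buffer, after 15 min compound preincubation.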
Vif-A3G inh: blocks the Vif interaction with human APOBEC3G. actives 0.076% (n = 410,000). HeLa A3G-eYFP + Vif (tagged APOBEC3G with the HIV-1 protein that degrades it), YFP fluorescence, overnight. Potency, µM (titrated, usually from 46.1 µM), for inactives: top-dose activity, negative = active, hits mostly inhibitors;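 also: % is scaled to controls: 0 for no effect and ±100 for the full control effect; nearly all actives have a fitted effect of over 60% in size; hits raise eYFP signal because A3G escapes Vif-driven loss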
Target sequence (Q9HC16 whole entry, looked up): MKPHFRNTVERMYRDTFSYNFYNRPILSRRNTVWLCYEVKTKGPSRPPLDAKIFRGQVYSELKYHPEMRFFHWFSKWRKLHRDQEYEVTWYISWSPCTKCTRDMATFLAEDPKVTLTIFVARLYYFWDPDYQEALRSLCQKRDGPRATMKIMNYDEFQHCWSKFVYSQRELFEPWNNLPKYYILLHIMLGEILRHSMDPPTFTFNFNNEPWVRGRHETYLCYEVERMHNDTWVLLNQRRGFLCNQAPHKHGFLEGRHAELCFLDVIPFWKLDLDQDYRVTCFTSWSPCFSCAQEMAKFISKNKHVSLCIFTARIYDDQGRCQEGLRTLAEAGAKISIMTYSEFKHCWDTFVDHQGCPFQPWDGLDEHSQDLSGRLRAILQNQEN
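Read-out is eYFP fluorescence (Ex 488/Em 500-530) from Vif-expressing HeLa A3G-eYFP cells; more signal means A3G escaped Vif-mediated degradation. Cells plated overnight, compound pinned in, incubated overnight at 37 deg C.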
RGS4 inh: inhibitors of human regulator of G protein signaling 4; P49798; Transcreener GDP fluorescence polarization, RGS4-accelerated GTP hydrolysis; Potency, µM (doses to about 114 µM), for inactives: top-dose activity change, negative = inhibition, most hits filed as inhibitors; actives 0.039% (n = 390,000); AID 504845; also: % is scaled to controls: 0 for no effect and ±100 for the full control effect; nearly all actives have a fitted effect of over 75% in size; some results filed as inactive show a strong effect at the top dose
Target sequence (P49798 whole entry, looked up): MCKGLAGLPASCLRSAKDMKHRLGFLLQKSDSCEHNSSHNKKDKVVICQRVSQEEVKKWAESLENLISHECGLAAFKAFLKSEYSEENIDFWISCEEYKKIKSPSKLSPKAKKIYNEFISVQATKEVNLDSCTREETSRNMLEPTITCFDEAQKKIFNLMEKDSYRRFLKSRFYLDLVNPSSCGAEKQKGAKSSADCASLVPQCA
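MLSMR compounds (23 nl, pin-transferred) preincubated 10 min at room temperature with a 500nM (2x) first reagent, then RGS4 at 900nM (2x) plus Transcreener GDP mix added; fluorescence polarization (620/688 nm) read before and after 90 min at 30 °C.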
USP1-UAF1 inh: inhibitors of human USP1/UAF1 deubiquitinase. O94782. recombinant USP1/UAF1, Ub-Rhodamine cleavage fluorescence. AID 743255. Potency, µM (top dose mostly 57.1 µM), inactives show at the top dose activity change, negative = inhibition, most hits filed as inhibitors. actives 0.23% (n = 390,000); also: % is scaled to controls: 0 for no effect and ±100 for the full control effect; nearly all actives have a fitted effect of over 60% in size; inactives centre near -12
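1 nM enzyme complex + cpd, 15 min RT; start with Ub-Rho 150nM final; kinetic fluorescence ex 480/em 540, 6 reads q60 s. Buffer 50mM HEPES pH 7.8, 0.5mM EDTA, 0.1 mg/ml BSA, 1mM TCEP, 0.01% Tween-20.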
Vif-A3F inh: blocks the Vif interaction with APOBEC3F; HeLa A3F-eYFP + Vif (tagged APOBEC3F with the HIV-1 protein that degrades it), YFP fluorescence increase; Potency, µM (titrated, usually from 46.1 µM), inactives show top-dose activity, negative = active; actives 0.2% (n = 390,000); AID 602313; also: % of control where 0% means no effect; nearly all actives have a fitted effect of over 65% in size
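Fluorescence increase (Ex 488/Em 500-530) after overnight compound treatment at 37 deg C flags inhibition of Vif-driven A3F-eYFP loss in stable HeLa A3F-eYFP/Vif cells seeded overnight beforehand.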
rTrxR1 inhibitor: blocks rat thioredoxin reductase 1; recombinant rTrxR1, NADPH fluorescence consumption, selenite substrate; Potency, µM (titrated, usually from 114 µM), for inactives: at the top dose activity change, negative = inhibition, most hits filed as inhibitors; actives 1% (n = 390,000); also: % is scaled to controls: 0 for no effect and ±100 for the full control effect; nearly all actives have a fitted effect of over 65% in size
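Rat TrxR1 (90 nM in the dispensed reagent) was pre-reduced with 400 uM NADPH for 5 min at room temperature, then incubated with compound for 15 min. After 400 uM selenite was added, NADPH fluorescence (Ex 340/Em 450 nm) was followed for 8 min.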
TrxR1 substrate: rat thioredoxin reductase 1 substrate activity. Potency, µM (series often up to 114 µM), inactives show at the top dose activity change, negative = substrate turnover. actives 0.01% (n = 390,000). purified TrxR1 substrate turnover, NADPH consumption readout. O89049; also: % is scaled to controls: 0 for no effect and ±100 for the full control effect; nearly all actives have a fitted effect of over 50% in size
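Rat TrxR1, dispensed at 90 nM, was prereduced with 400 uM NADPH (final) for 5 min at ~22 deg C, then incubated with compound 15 min before 400 uM selenite. A first-read NADPH fluorescence drop versus no-compound background flagged substrates.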
RXFP1 agonist: RXFP1 (human) receptor agonism; HEK293T-RXFP1 cAMP TR-FRET, 30 min; response scale: percent of porcine relaxin response, buffer zero; Potency, µM (top dose mostly 57.5 µM), inactives show top-dose activation, most hits filed as activators; actives 0.3% (n = 370,000); also: % is scaled to controls: 0 for no effect and ±100 for the full control effect; nearly all actives have a fitted effect of over 60% in size; many of its hits are not listed in these tables
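HEK293 cells stably expressing RXFP1, treated 30 min at 37C with compounds plus PDE4 inhibitor Ro 20174; cAMP measured by HTRF TR-FRET. Normalized to buffer and 29 nM porcine relaxin; EC50 by Hill fit.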
An asterisk follows results filed as active; ? = inconclusive; . = not tested or not shown; [ ] = another dose, or the depositor's remark. Calls follow the shape of the dose curve; as a rule, active = well fitted curve in the direction sought with a large enough effect; inconclusive = small, poorly fitted or top-dose-only effect, or another doubt; inactive = no such curve, though single readings can be large; an effect the other way counts as inactive or inconclusive. Potency is read from the fitted curve at half-maximal effect. An excerpt; count on the stated rates, not on these rows.

mol,mIDH1 inhibitor,ALOX12 inh,Vif-A3G inh,RGS4 inh,USP1-UAF1 inh,Vif-A3F inh,rTrxR1 inhibitor,TrxR1 substrate,RXFP1 agonist
CC12CN3CC(=O)N4CC5(C)CN(CC(C)(C4)C5=O)C(=O)CN(C1)CC(C)(C3)C2=O,-5%,10%,-1%,-23%,-2%,-7%,?,8%,0.1%
CC(=O)Nc1ccc(NC2CCCCC2NS(=O)(=O)c2ccc(Cl)cc2)cc1 (stereo not drawn),-4%,?,-1%,-22%,?,5%,-1%,1%,-1.4%
CC(C)CC(CSc1ccc(Br)cc1)N1CCN(C)CCC1=O (stereo not drawn),.,.,2%,2%,.,.,3%,0%,.
COc1cc(NS(=O)(=O)c2ccc(NC(=S)NC(=O)c3cccs3)cc2)nc(OC)n1,2%,32µM*,-5%,-44%,-21%,6%,?,-7%,-1.6%
CCc1ccc(C(=O)COC(=O)c2ccc(Cl)nc2)cc1,0%,-1%,-6%,18%,-14%,1%,22%[57.1 µM],4%[57.1 µM],4.1%
O=C(Cn1cc([N+](=O)[O-])ccc1=O)NCC1COc2ccccc2O1 (stereo not drawn),1%,-12%,0%,-20%,-10%,6%,-13%,-6%,1.5%
Cn1c2ccccc2n2c(=O)c(Cl)c(-c3ccccc3)c(C#N)c12,4%,-1%,-3%,53%,-5%,-21%,-11%,-3%,1.9%
C=CCNC(=O)N1CCCC(C(=O)c2cccc(OC(C)C)c2)C1 (stereo not drawn),-11%,-8%,0%,13%,-7%,9%,13%,-4%,-0.1%
CC(C)Oc1ccc(C2CC(=O)N(c3ccc(C(=O)O)cc3)C2=O)cc1 (stereo not drawn),-14%,-5%,0%,17%,-5%,6%,-2%[57.1 µM],-3%[57.1 µM],-0.7%
COCCCN(CCC#N)C(=O)c1c(-c2c(Cl)cccc2Cl)noc1C,-4%,?,0%,-11%,-8%,-8%,-4%[57.1 µM],8%[57.1 µM],-1.2%
CCC(C)c1ccc(NC(=O)c2cnn3c(C(F)F)cc(C)nc23)cc1 (stereo not drawn),-9%,9%,1%,5%,-6%,-16%,4%[57.1 µM],-4%[57.1 µM],-3.3%
Cn1nc(C(=O)NCc2ccc(F)cc2)c2ccccc2c1=O,0%,0%,1%,7%,-14%,-14%,0%,-12%,2.0%
CSc1ccc(CCNC(=O)c2cnc3c(C)cccn3c2=O)cc1,15%,-6%,2%,-32%,-4%,-3%,11%[57.1 µM],8%[57.1 µM],3.1%
CCSc1nc(C)cc(Oc2ccc(=O)n(C)n2)n1,8%,-23%,1%,7%,1%,0%,-2%,2%,2.1%
Cc1occc1-c1nnc(SCC(=O)N2CCCC(C)C2)o1 (stereo not drawn),-2%,-5%,0%,-29%,1%,1%,?,-5%,-2.3%

Ordered by molecular weight (falling): 7 of the compounds above
mol,mIDH1 inhibitor,ALOX12 inh,Vif-A3G inh,RGS4 inh,USP1-UAF1 inh,Vif-A3F inh,rTrxR1 inhibitor,TrxR1 substrate,RXFP1 agonist
CC(=O)Nc1ccc(NC2CCCCC2NS(=O)(=O)c2ccc(Cl)cc2)cc1 (stereo not drawn),-4%,?,-1%,-22%,?,5%,-1%,1%,-1.4%
CC(C)Oc1ccc(C2CC(=O)N(c3ccc(C(=O)O)cc3)C2=O)cc1 (stereo not drawn),-14%,-5%,0%,17%,-5%,6%,-2%[57.1 µM],-3%[57.1 µM],-0.7%
O=C(Cn1cc([N+](=O)[O-])ccc1=O)NCC1COc2ccccc2O1 (stereo not drawn),1%,-12%,0%,-20%,-10%,6%,-13%,-6%,1.5%
Cn1c2ccccc2n2c(=O)c(Cl)c(-c3ccccc3)c(C#N)c12,4%,-1%,-3%,53%,-5%,-21%,-11%,-3%,1.9%
C=CCNC(=O)N1CCCC(C(=O)c2cccc(OC(C)C)c2)C1 (stereo not drawn),-11%,-8%,0%,13%,-7%,9%,13%,-4%,-0.1%
Cc1occc1-c1nnc(SCC(=O)N2CCCC(C)C2)o1 (stereo not drawn),-2%,-5%,0%,-29%,1%,1%,?,-5%,-2.3%
CCc1ccc(C(=O)COC(=O)c2ccc(Cl)nc2)cc1,0%,-1%,-6%,18%,-14%,1%,22%[57.1 µM],4%[57.1 µM],4.1%

Continued.
mol,mIDH1 inhibitor,ALOX12 inh,Vif-A3G inh,RGS4 inh,USP1-UAF1 inh,Vif-A3F inh,rTrxR1 inhibitor,TrxR1 substrate,RXFP1 agonist
CCCc1nnc(NC(=O)c2cc3ccccc3oc2=O)s1,9%,6%,0%,26%,-3%,.,6%,-2%,-0.2%
Cc1onc(-c2ccccc2Cl)c1C(=O)N1C=CC(C(F)(F)Cl)=NCC1,7%,-12%,-1%,-8%,-2%,0%,-7%,-6%,5.8%
COc1cc2c(cc1OC)C(Nc1ccc(S(N)(=O)=O)cc1)=NC(C)(C)C2,5%,4%,4%,-12%,-12%,-2%,-8%,-5%,3.1%
Cc1ccsc1C(=O)N1CCCC(C(=O)c2cc(F)ccc2F)C1 (stereo not drawn),10%,-10%,3%,-6%,-16%,-5%,27%,10%,-0.1%
CN(CC(=O)Nc1ccc(N2CCOCC2)cc1)Cc1c(O)ccc2ccccc12,7%,?,0%,?,-13%,-15%,4µM*,13%[57.1 µM],0.5%
C=CCn1c(C(CCCC)CC(O)COCCC)n[nH]c1=S (stereo not drawn),3%,-7%,1%,-14%,-22%,-5%,6%,4%,1.2%
CCCn1c(SCC(=O)N2c3ccccc3CC2C)n[nH]c1=O (stereo not drawn),1%,-29%,-2%,-25%,2%,-1%,10%,6%[57.1 µM],0.2%
O=C(COC(=O)c1cc[n+]([O-])cc1)Nc1ccc([N+](=O)[O-])cc1Cl,-5%,294%[activator],10%,-7%,-15%,-1%,-10%,-14%,3.4%
N#CCCN(Cc1ccccc1)C(=S)Nc1ccc(F)cc1,0%,95%[activator],-9%,-5%,-21%,7%,14%,0%,1.2%
O=C(NCCc1nccs1)C1CCC(=O)N(CCc2ccc(Cl)cc2)C1 (stereo not drawn),7%,4%,0%,5%,-17%,12%,12%,2%,-0.3%
Cc1cc([N+](=O)[O-])cc(C)c1OCC(=O)N/N=C/c1ccc(OC(=O)c2ccccc2)cc1,3%,28%,-7%,-5%,-20%,-3%,2%,-6%,0.3%
CC(=O)Nc1cccc(-c2nnc(SCc3ccccc3C#N)n2C)c1,-3%,-8%,3%,12%,-7%,-7%,1%,8%,1.5%
O=C(Cn1cc2c(n1)CCCC2)Nc1ccccc1Br,9%,413%[activator],1%,-18%,-14%,0%,16%[57.1 µM],6%[57.1 µM],-0.4%
CCc1cccc(C)c1NC(=O)CN(C)Cc1cccc(F)c1,5%,-8%,6%,-18%,-15%,-7%,15%[57.1 µM],-9%[57.1 µM],-0.1%
COC(=O)C(C(=O)OC)C(C(=O)OC)C(C(=O)OC)C(=O)OC,4%,-3%,3%,-9%[11.4 µM],0%,-10%,-9%,-6%,0.4%
O=C(CNS(=O)(=O)c1ccc(Br)s1)N1CCCC1,1%,0%,-5%,12%,-5%,3%,7%[57.1 µM],-14%,-1.4%
CCOc1cc(NC(=O)Nc2ccc(F)cc2)c(OCC)cc1NC(=O)CC,-4%,11%,-5%,-18%,-21%,-4%,22%,0%,-0.7%
O=C(CCNC(=O)c1ccccc1Cl)Nc1nnc(C2CC2)s1,-9%,0%,0%,-8%,3%,3%,22%[57.1 µM],0%[57.1 µM],2.4%
CN(Cc1ccccc1)S(=O)(=O)c1ccc(Cl)c(C(=O)OCC(N)=O)c1,22%,?,-1%,10%,-9%,-2%,7%,0%,0.5%
CNC(=O)c1ccsc1NC(=O)CCS(=O)(=O)c1ccc(C)cc1,0%,1%,-3%,11%,-4%,0%,-18%[57.1 µM],-11%[57.1 µM],-0.6%
CCOC(=O)c1c(-c2ccc(-c3ccccc3)cc2)csc1NC(=O)CNCCN(C)C,7%,?,6%,?,-26%,14%,-9%,4%,0.5%
CCCCC1=CC2=C(c3ccco3)C(=O)C(C)(OC(=O)c3ccc(OC)cc3)C(=O)C2=CN1CCCN(CC)CC (stereo not drawn),-5%,0%,-2%,-43%,-20%,2%,-20%,-8%,0.0%
COc1ccc(CSc2nnc(C)n2N)cc1Br,7%,2%,0%,14%,3%,0%,5%,2%,0.8%
Cn1cc(S(=O)(=O)N2CCOCC2)cc1C(=O)Nc1cccc(C#N)c1,12%,-18%,-5%,1%,-17%,2%,21%[57.1 µM],4%[57.1 µM],2.7%
COC(=O)c1ccc(NC(=O)CNS(=O)(=O)c2cccs2)cc1,7%,-1%,-1%,3%,-12%,-10%,23%[57.1 µM],14%[57.1 µM],-0.2%
O=C1/C(=C/c2cccc([N+](=O)[O-])c2)CSc2ccc(Cl)cc21,4%,197%[activator],4%,19%,-3%,7%,-17%[2.29 µM],0%[11.4 µM],-0.6%

Source: PubChem BioAssay
